# Screens (PubChem)
# esBAF inh = blocks esBAF chromatin remodeling in mouse ES cells; Bmi1-luciferase knock-in reporter, 24 h; 100% = twice the neutral-well signal; reporter increase, % at 12.5 µM; 2% of 350,000 active; in the data active = activation above about 40%; inconclusive = no clear call, values can overlap the other calls;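 also: 0% = median of the plate's neutral control wells and 100% = double that signal; a rise in the Bmi1 reporter signal indicates esBAF inhibition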
# S100A4 MyoIIA = S100A4-myosin IIA interaction inhibition; 0.14% of 360,000 active; S100A4/TAMRA-MyoIIA peptide fluorescence polarization; inhibition, % at 10.7 µM; P26447;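 active = mean inhibition of at least 70% across replicates, with every replicate also reaching that level; inconclusive = mean inhibition reaches 70% but some replicates fall short; inactive = mean inhibition below 70%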
# Target sequence (P26447 whole entry, looked up): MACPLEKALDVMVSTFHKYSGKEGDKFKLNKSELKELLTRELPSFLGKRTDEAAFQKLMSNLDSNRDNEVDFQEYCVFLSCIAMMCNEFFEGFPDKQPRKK
#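 Material: S100A4 monomer (human). Medium: Calcium-containing HEPES buffer, pH 7.2. Probe or stimulus: labelled myosin peptide probe, 5 nM. Compound dosing: one concentration per compound. Timing: polarization read 5 min after assay mix addition, stable 5–60 min. Benchmarks: DMSO as neutral control, TFP as positive control.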
# FN deposition inh = fibronectin deposition inhibition | inhibition, % at 12.6 µM | AH1F fibroblasts, Alexa488-fibronectin deposition fluorescence, overnight | AID 743247 | 0.086% of 350,000 active;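 active = mean inhibition across replicates of 30% or more, regardless of how many single replicates reach that level; inconclusive = mean under 30% yet at least half of replicates reach 30%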;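 also: positive control wells lacked labelled fibronectin entirely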
#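 Material: AH1F fibroblast monolayer depositing Alexa488-labelled fibronectin into matrix / Amount: 10000 AH1F cells per well / Signal: fluorescence 485/525 nm / Medium: DMEM, 2% serum / Compound: single dose, pinned / Incubation: 1 h cell adhesion before compound, then overnight fibronectin incubation / Reagent: Alexa488-FN, 24 nM final / Read-out: inhibition of fibronectin deposition signal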
# SIRT5 inh = sirtuin-5 (human) deacylase inhibition; Purified SirT5, succinyl-peptide AMC, trypsin-coupled fluorescence; inhibition, % at 15 µM; 1.1% of 330,000 active; Q9NXA8; AID 652115; in the data active = inhibition above about 15%; inconclusive = no clear call, values can overlap the other calls
# Target sequence (Q9NXA8 whole entry, looked up): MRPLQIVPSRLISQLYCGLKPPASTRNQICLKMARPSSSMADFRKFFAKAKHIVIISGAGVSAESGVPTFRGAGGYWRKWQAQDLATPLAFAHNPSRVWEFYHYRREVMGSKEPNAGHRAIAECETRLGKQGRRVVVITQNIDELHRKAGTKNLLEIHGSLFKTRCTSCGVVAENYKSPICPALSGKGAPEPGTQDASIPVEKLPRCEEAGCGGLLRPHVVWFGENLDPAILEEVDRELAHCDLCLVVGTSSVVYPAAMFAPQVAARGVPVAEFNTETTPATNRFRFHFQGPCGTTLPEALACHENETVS
# Casp6 inh = blocks human caspase-6 cleavage activity | inhibition, % at 12.5 µM | P55212 | 0.53% of 350,000 active | purified caspase-6, Z-VEID-R110 cleavage fluorescence;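 active = mean inhibition across replicates at least about 35%, with every replicate also reaching that limit, limit read from the data; inconclusive = only one of the two criteria met; inactive = neither criterion met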;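 also: 0% = median of neutral control wells and 100% = no fluorescence left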
# Target sequence (P55212 24-179 limits assumed): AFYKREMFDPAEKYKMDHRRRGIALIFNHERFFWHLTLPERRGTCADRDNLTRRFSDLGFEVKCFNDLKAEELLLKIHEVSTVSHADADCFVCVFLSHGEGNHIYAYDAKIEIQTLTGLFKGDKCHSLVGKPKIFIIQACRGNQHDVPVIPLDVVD
# Target sequence (P55212 194-293 limits assumed): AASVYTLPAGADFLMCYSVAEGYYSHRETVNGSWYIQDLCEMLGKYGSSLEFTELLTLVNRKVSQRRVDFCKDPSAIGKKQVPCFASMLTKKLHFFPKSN
# C2C12 statin = suppressors of simvastatin-induced myotoxicity in C2C12 myotubes; AID 602340; 0.78% of 330,000 active; ATP luminescence, 48 h; scaled: DMSO 0, geranylgeraniol control 100; rescue of ATP level, % at 7.49 µM;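 active = mean ATP rescue above about 67%, or every replicate alone reaching that limit, limit read from the data, passing the limit was not always enough; inconclusive = no clear call, values can overlap the other calls; inactive = mean under the limit and some replicate under it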;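 also: myotubes were challenged with 10 µM simvastatin during compound exposure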
# LGR2 inh = blocks bursicon-induced cAMP signaling via Drosophila LGR2; HEK293 LGR2, CRE-luciferase, bursicon-stimulated, 4 h; inhibition, % at 9.99 µM; 0.35% of 380,000 active; AID 720647;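 active = drop in luminescence signal, shown as inhibition above about 50% in the replicate tests, limit read from the data, passing the limit was not always enough; inconclusive = probably only some replicates passing the limit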;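 also: agonist challenge used bursicon conditioned medium at about half maximal strength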
# * hit, by the source's call; u = inconclusive; x = not tested or not shown.
SMILES,esBAF inh,S100A4 MyoIIA,FN deposition inh,SIRT5 inh,Casp6 inh,C2C12 statin,LGR2 inh
COC(=O)c1ccc(NC(=O)Cn2c(-c3nonc3N)nc3ccccc32)cc1,x,-1.3,-17.0,-7.6,-3.8,x,7.4
Cc1cc(NC(=O)c2cc([N+](=O)[O-])cc([N+](=O)[O-])c2)no1,x,-3.3,7.5,-3.7,0.7,x,2.5
O=C(CCn1nc(-c2ccc(F)cc2)ccc1=O)NCc1ccccc1,-4.1,-2.8,-0.5,-1.8,1.7,0.5,x
O=C1CSC(c2ccccc2F)N1c1cc(Cl)ccc1O (stereo not drawn),-11.4,x,3.7,x,x,29.6,x
C=CCNC(=O)c1ccccc1NC(=O)c1ccccc1N(C)S(C)(=O)=O,-4.7,-7.3,3.2,-1.6,-2.3,12.0,1.7
COc1ccccc1C1=NOC(C(=O)N2CCN(C(=O)c3ccco3)CC2)C1 (stereo not drawn),7.2,2.8,-8.6,-0.9,-1.6,3.2,21.4
CCOc1ncccc1C(=O)OCc1nnc(-c2ccccc2)o1,3.3,x,-6.5,x,x,-5.2,x
Clc1ccccc1-c1nnc(-c2ccc3c(c2)OCO3)o1,5.0,-1.0,-4.6,-4.8,-1.6,2.9,-3.3
COc1ccc2c3c(n(C)c2c1)[C@H](CO)N(C(C)=O)CC31CN(C(=O)Nc2ccc(F)cc2)C1,x,12.2,x,-3.8,-3.1,x,-4.6
NC(=O)NOCc1ccccc1F,x,-8.1,13.4,-2.4,2.3,x,-3.8
CCCCCCSc1cc(-c2nc3ccc(C)cn3c2NCc2ccccc2)ccc1OC,-7.3,-3.8,13.2,x,1.0,-0.9,-22.2
O=C(C[C@H]1CC[C@H]2[C@@H](COC[C@H](O)CN2C(=O)Nc2ccc(F)cc2)O1)NC1Cc2ccccc2C1,8.4,15.1,-2.2,3.0,-3.0,-11.0,-12.8
CCCCNC(=O)c1ccc(/C=C2\Oc3ccccc3N(C)C2=O)cc1,32.2,-5.0,1.3,1.1,1.2,0.4,0.2
CN(C)C(=O)C(=O)c1cccn1-c1cccc(Cl)c1C#N,x,2.5,-17.1,0.5,-0.3,x,8.5
CCOC(=O)c1[nH]c(C)c(C(=O)OC(C)C(=O)Nc2ncc(Cl)cc2Cl)c1C (stereo not drawn),-3.9,x,x,x,x,-7.1,-54.6
COc1c(C)cccc1C(=O)NCc1ccc2c(c1)OCO2,14.5,-0.8,-0.9,2.7,-1.6,10.8,-1.6
CCN(CC)S(=O)(=O)c1cc(NC(=O)CN2C(=O)NC(C)(c3ccccc3)C2=O)ccc1C (stereo not drawn),-8.8,-3.1,-9.3,1.4,0.2,-9.1,-9.5
CCC(C)[C@H](N)c1nnc(SCC(=O)c2ccc(Cl)cc2)o1 (stereo partly drawn),-33.3,x,-2.2,x,x,-20.8,x
COc1ccc(-c2nc3ccc(C)cc3c(=O)o2)cc1OC,12.9,-3.5,-1.5,-4.9,-0.2,-7.6,1.8
CC(=O)Nc1ccc(S(=O)(=O)N2CCCC3CCCCC32)cc1 (stereo not drawn),4.8,-3.2,-4.7,-3.2,-3.7,0.7,-2.0
Cc1cccc(-n2c(O)c(C=NCCCN3CCOCC3)c3ccccc3c2=O)c1,-10.3,x,1.9,x,x,2.5,x
O=C(CSc1ccc(-c2cccc([N+](=O)[O-])c2)nn1)N1CCCCCC1,26.5,8.6,19.4,-3.5,4.9,-14.8,x
O=C(OCc1cccc(F)c1)c1cc2ccccc2cc1O,-5.6,1.2,-3.0,-0.4,-1.6,-0.8,-21.7
COc1ccc(C(=O)N/C(=C\c2ccccc2)C(=O)NCc2cccnc2)cc1,5.8,3.0,4.4,1.0,-2.4,5.3,-7.9
Cc1ccc(NC(=O)COC(=O)c2cc(=O)c3ccccc3o2)c(Br)c1,-9.8,-8.5,4.9,-9.7,-2.8,9.4,15.1
Cc1ccccc1CN(c1ccc(C(=O)N2CCCC2)cc1)S(C)(=O)=O,-0.7,-3.4,x,-0.5,2.9,-7.9,-1.5
COc1ccc(C2=NOC(C(=O)NC3CCCCC3)C2)cc1OC (stereo not drawn),10.7,x,-2.6,x,x,18.1,-6.4
CCOc1cc(/C=N/n2c(C)nc3ccccc3c2=O)ccc1O,2.0,-0.9,5.7,-0.3,-3.0,2.3,-8.6
O=C(CNC(=O)Cc1ccccc1)N=Nc1c(O)[nH]c2ccccc12,0.9,-1.6,-12.7,-1.5,1.2,9.0,-6.9
N/C(=N\OC(=O)c1ccc2c(c1)OCO2)c1cccc(Br)c1,67.4*,0.7,-13.5,0.6,4.4,2.9,-8.7
Cc1ccc(NC(=O)c2cc(=O)[nH]c3ccc(S(=O)(=O)N4CCOCC4)cc23)nc1,x,-6.5,-7.6,-3.4,-3.0,x,-6.7
CCOc1cc(CN2CCCC(N3CCc4ccccc4C3)C2)ccc1O (stereo not drawn),-9.5,-1.9,0.7,0.9,-11.5,13.2,11.7
CCCc1nnn(S(=O)(=O)c2ccc([N+](=O)[O-])cc2)c1CCC,x,-1.5,-3.7,-4.5,-0.3,x,-0.4
CC1(C(=O)NCc2cccc(Cl)c2)Cc2c(-c3cccc(C(N)=O)c3)ccnc2O1 (stereo not drawn),-3.6,0.3,13.9,1.8,3.3,63.6,-24.8
CCC(C)NC(=O)c1ccc(NC(=O)CC2SC(N3CCCC3)=NC2=O)cc1 (stereo not drawn),2.3,-14.1,-5.2,-2.5,-0.7,6.0,-0.5
C=CCn1c(SCC(=O)Nc2cc(C)on2)nc2c([nH]c3ccccc32)c1=O,x,-3.4,8.1,-1.1,0.8,x,-11.1
Cc1noc(C)c1NC(=O)N(C)C[C@H]1Oc2ccc(NC(=O)c3ccncc3)cc2C(=O)N([C@@H](C)CO)C[C@H]1C,4.1,24.4,x,-1.1,1.2,4.1,-1.4
Cc1cc(N2CCCC2)nc2c(C)cccc12,x,2.4,-7.2,-3.4,-1.4,x,7.9
COc1ccccc1C(CNC(=O)c1ccc(C)c(S(=O)(=O)N2CCCCC2)c1)N(C)C (stereo not drawn),11.8,0.5,27.7,-0.6,-3.7,1.1,-6.1
O=C(NC1CCC(O)CC1)c1cc(-c2ccc(Cl)cc2)nc2ccccc12 (stereo not drawn),4.4,-1.1,2.4,3.4,-0.1,-1.3,x
O=C(NCCN1CCOCC1)c1ccc(CSCc2cccc(Cl)c2)o1,-3.8,-8.3,6.6,-1.6,-4.2,6.8,2.7
CO[C@@H]1CN(C)C(=O)c2cc(NS(C)(=O)=O)ccc2OC[C@H](C)N(S(C)(=O)=O)C[C@@H]1C,x,7.6,-3.7,-2.3,x,x,4.2
CCOc1ccc(CNC(=O)C2CCCN(S(=O)(=O)N3CCC(C)CC3)C2)cc1OC (stereo not drawn),-8.5,1.8,-7.8,x,0.0,5.3,-3.3
Cc1cc(C)cc(CC(=O)N2CCC2(C)C(=O)NS(=O)(=O)c2ccccc2)c1 (stereo not drawn),-0.7,-0.4,x,-4.1,-2.1,6.0,5.1
COc1ccc2nc(NC(=O)CCc3ccc(OC)c(OC)c3)sc2c1,x,2.8,7.1,-0.3,-0.1,x,-17.9

# In a second layout: entries from further up
Compound	esBAF inh	S100A4 MyoIIA	FN deposition inh	SIRT5 inh	Casp6 inh	C2C12 statin	LGR2 inh
CCCc1nnn(S(=O)(=O)c2ccc([N+](=O)[O-])cc2)c1CCC	x	-1.5	-3.7	-4.5	-0.3	x	-0.4
CCC(C)NC(=O)c1ccc(NC(=O)CC2SC(N3CCCC3)=NC2=O)cc1 (stereo not drawn)	2.3	-14.1	-5.2	-2.5	-0.7	6.0	-0.5

# Carrying on:
SMILES,esBAF inh,S100A4 MyoIIA,FN deposition inh,SIRT5 inh,Casp6 inh,C2C12 statin,LGR2 inh
CCCCCCNC(=O)CSc1nccn1Cc1ccccc1,0.4,-3.4,x,-1.4,-0.4,26.1,0.8
COCCCn1c(SCC(=O)Nc2oc(C)c3c(C)n[nH]c(=O)c23)nc2ccccc2c1=O,-11.8,-4.3,8.8,-1.3,0.5,-9.0,9.0
CC(=O)N1CCN(c2ccccc2NC(=O)COc2ccccc2C)CC1,9.9,-16.6,14.4,-2.4,-1.6,12.6,7.8
O=C(N[C@@H]1CC[C@@H](CCNC(=O)C2CCCCC2)O[C@H]1CO)c1ccccn1,-2.4,-13.8,7.3,-3.2,-1.4,-10.5,5.4
COc1ccccc1-c1ccc2c(c1)[C@H]1[C@H](CCN1S(=O)(=O)c1ccccc1F)[C@H](CO)N2,2.0,-10.7,-2.1,0.4,0.5,-18.1,-7.1
CSc1nc(N)nc2c1ncn2CC(=O)NCCCc1ccccc1,9.2,-9.0,x,-4.1,-1.1,1.1,4.5
O=S(=O)(N[C@@H]1CC[C@@H](CCNS(=O)(=O)c2ccccc2Cl)O[C@@H]1CO)c1ccccc1,0.7,-14.9,x,0.8,1.7,0.0,11.1
Cc1ccc(CNC(=O)COC(=O)C2CCN(S(=O)(=O)c3cccs3)CC2)cc1,2.3,-1.9,16.7,-0.1,-2.0,2.9,4.2
O=C(c1ccc2c(c1)CCN2S(=O)(=O)c1ccccc1)N1CCN(c2ccc(F)cc2)CC1,4.6,-0.2,-0.5,0.4,-2.8,18.1,-19.1
Cc1ccccc1NC(=O)CCC(=O)N/N=C/c1ccc(F)cc1,x,3.1,-5.0,-8.7,4.8,x,-4.1
COc1ccc(-c2cc(C(=O)NCc3cccnc3)no2)cc1,24.6,x,-4.0,x,x,2.9,-20.5
O=C(C1CCN(S(=O)(=O)c2ccc(Br)s2)CC1)N1CCN(c2ccccc2)CC1,-3.7,-1.5,-2.8,-9.9,2.2,2.6,5.7
COc1ccccc1-c1nc(C#N)c(N2CCCCCC2)o1,1.1,x,-4.1,x,x,10.5,x
COC(=O)[C@@]12C[C@@H](CC(=O)N3CCN(C(=O)C4CC4)CC3)C(=O)N(Cc3ccccc3)C1=CCC(C)(C)C2,x,-0.4,-12.2,-2.0,3.5,x,-14.0
NC(=O)c1ccsc1NC(=O)CSc1ncnc2sccc12,3.9,3.5,3.1,0.8,4.1,2.5,-11.6
C[C@@H]1CCCCO[C@H](CN(C)Cc2ccncc2)[C@@H](C)CN([C@@H](C)CO)C(=O)c2cc(NC(=O)Nc3ccccc3)ccc2O1,x,-9.1,0.9,10.7,-2.5,x,2.2
Cc1onc(-c2ccccc2)c1C(=O)N/N=C/c1cccc(O)c1,x,1.9,-0.9,0.2,0.5,x,16.1
Cc1ccc2[nH]c(C)c(/C=C/c3cc[n+](C)cc3)c2c1,9.4,-37.9,-253.8,9.6,-25.9,-74.9,9.4
Nc1ccc(CSc2ccc(Cl)cc2)c(Cl)c1,102.8*,-8.6,-1.3,1.3,1.0,-2.4,x
CCOC(=O)C1(C)CCCN(C(=O)CCc2ccccc2)C1 (stereo not drawn),-4.0,-1.4,x,x,2.2,5.2,x
COc1cc(NC(=O)c2noc3c2CCC3)c(OC)cc1Cl,1.5,x,7.0,x,x,u,x
CN(C)c1cccc(C(=O)NC2CCCCCC2)c1,44.0*,x,-5.4,x,x,-6.2,x
Cc1ccnc2nc(C(=O)OCC(=O)N(CC(C)C)CC(C)C)nn12,x,-1.2,0.9,-2.8,0.5,x,0.9
COc1cccc2oc(-c3ccco3)cc(=O)c12,27.8,0.4,-0.6,x,3.1,26.8,-5.3
COc1cccc(C(C)(O)c2nc(/C=C/c3ccccc3)cs2)c1 (stereo not drawn),3.6,-1.4,1.3,x,-0.5,3.4,22.1

# 4 compounds already listed, ordered by the value under esBAF inh, descending.
smiles | esBAF inh
Nc1ccc(CSc2ccc(Cl)cc2)c(Cl)c1 | 102.8*
CN(C)c1cccc(C(=O)NC2CCCCCC2)c1 | 44.0*
Cc1ccc2[nH]c(C)c(/C=C/c3cc[n+](C)cc3)c2c1 | 9.4
COc1cccc(C(C)(O)c2nc(/C=C/c3ccccc3)cs2)c1 (stereo not drawn) | 3.6

# This is a subset; rates above refer to the full screens.
